ARNT-TACC3 inh: disrupts binding between human ARNT and TACC3; Q9Y6A5; AlphaScreen His-ARNT PAS-B/GST-TACC3 binding, luminescence; TACC3 fragment carries E629A point mutation; inhibition, % at 9.99 µM; hit rate 0.66% among 390,000; AID 623870;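 active = mean inhibition of replicates at least 50% and at least half of replicates each reaching 50%; inconclusive = half or more replicates reach 50% but mean below 50%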;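 also: 0% = complete ARNT plus TACC3 wells and 100% = ARNT alone without TACC3; many hits fall short of the cut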
RAD52 anneal inh: inhibitors of human RAD52 DNA annealing. inhibition, % at 18.7 µM. hit rate 0.46% among 360,000. recombinant RAD52 DNA annealing, FRET fluorescence. P43351;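 active = every replicate showing at least 50% inhibition; inconclusive = mean inhibition at least 50% but not in every replicate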
Target sequence (P43351 whole entry, looked up): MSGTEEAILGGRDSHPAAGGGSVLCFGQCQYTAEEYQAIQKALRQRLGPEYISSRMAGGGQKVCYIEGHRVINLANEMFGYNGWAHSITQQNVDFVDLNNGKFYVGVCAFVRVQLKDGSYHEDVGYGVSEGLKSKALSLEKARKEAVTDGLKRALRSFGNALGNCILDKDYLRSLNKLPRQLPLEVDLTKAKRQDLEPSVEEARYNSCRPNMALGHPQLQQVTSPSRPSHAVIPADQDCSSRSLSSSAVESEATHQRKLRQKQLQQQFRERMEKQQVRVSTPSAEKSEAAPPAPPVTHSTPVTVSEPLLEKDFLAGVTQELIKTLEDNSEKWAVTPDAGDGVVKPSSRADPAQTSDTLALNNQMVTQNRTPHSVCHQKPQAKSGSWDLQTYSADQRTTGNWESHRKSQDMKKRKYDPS
ERAP1 inh: ERAP1 (human) enzyme inhibition; AID 652197; Q9NZ08; hit rate 0.15% among 340,000; inhibition, % at 10.7 µM; recombinant ERAP1, Leu-AMC fluorescence, 60 min;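 active = mean replicate inhibition of at least 30%, or all replicates individually reaching that 30% level; inactive = mean below 30% and not every replicate reaching it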;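 also: 0% = neutral control wells and 100% = L-leucinethiol positive control wells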
GSIS activator: primary screen for activators of insulin secretion dependent on glucose, INS-1E cells, GLuc reporter luminescence. hit rate 0.61% among 370,000. activation, % at 16.6 µM. INS-1E GLuc reporter insulin secretion, 2-3 h;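 active = lowest replicate activation of at least 40%, so every replicate reaches that level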;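 also: 0% = median of neutral control wells and 100% = median of IBMX positive control wells; some compounds called inactive have numbers as strong as hits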
F508del corr: CFTR F508del correction in bronchial cells; AID 720511; hit rate 0.36% among 350,000; activity (quench increase), % at 7.58 µM; CFBE cells, YFP halide quenching; stimulated with forskolin plus potentiator P3; % fluorescence drop versus neutral controls;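 active = mean added fluorescence quench of at least 8% versus neutral control, with both replicates also reaching 8%; inconclusive = only one of the mean or replicate conditions met; inactive = mean below 8% and not both replicates reaching 8%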;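 also: cells transiently co-express mutant CFTR-F508del with the halide-sensitive YFP; corrector assay measuring rescue of mutant channel to the surface after 24 h compound exposure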
XiGFP reactiv: X-chromosome reactivation activator; XiGFP mouse fibroblasts, % GFP-positive cells imaging, 3 d; cells co-treated with 5-aza-dC sensitizer; scaled so ellipticine positive control = 100%; activation, % at 7.58 µM; hit rate 0.055% among 360,000;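 active = mean normalized replicate activation at least 10% and every replicate at or above 10%; inconclusive = only one of the two criteria met; inactive = mean below 10% and not all replicates reach 10%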;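 also: 0% = median of on-plate neutral control wells and 100% = ellipticine 6 µM median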
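System: SV40-immortalized XiGFP fibroblast cells, line 68-5-11 / Incubation: 3-day compound exposure, then 15 min fixation at room temperature / Compound: single concentration per compound, delivered by pin transfer / Buffer or medium: DMEM plus 5-aza-dC sensitizer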
esBAF inh: SWI/SNF esBAF complex inhibition; hit rate 2% among 350,000; mouse ES cells, Bmi1-luciferase knock-in reporter, 24 h; 100% = twice the neutral-well signal; reporter increase, % at 12.5 µM; in the data active = activation above about 40%; inconclusive = no clear call, values can overlap the other calls;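 also: 0% = median of the plate's neutral control wells and 100% = double that signal; a rise in the Bmi1 reporter signal indicates esBAF inhibition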
RAD54 inh: blocks human RAD54 Holliday junction branch migration. Q92698. FAM/BHQ fluorescence. inhibition, % at 10.4 µM. hit rate 0.14% among 360,000;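 active = mean normalized replicate activity at least 40 and at least half of replicates scoring 40 or more; inconclusive = only one of the two criteria met; inactive = mean below 40 and under half of replicates reaching 40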;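 also: 0% = median of neutral control wells and 100% = median of positive control wells; inhibitors cause a drop in the FAM fluorescence signal; in these data hits start at about 50%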
* hit, by the source's call; ? = inconclusive; . = not tested or not shown; & = joins results of further samples.

SMILES	ARNT-TACC3 inh	RAD52 anneal inh	ERAP1 inh	GSIS activator	F508del corr	XiGFP reactiv	esBAF inh	RAD54 inh
O=C(Nc1cc(F)ccc1F)N[C@@H]1CC[C@H](CCn2cc(C3CC3)nn2)O[C@@H]1CO	0	-17	-1	-15	-4.0	0.3	7	3
C[C@H](CO)N1C[C@H](C)[C@@H](CN(C)C(=O)Nc2ccc(F)cc2)Oc2c(NC(=O)CCCCCC(=O)Nc3ccccc3N)cccc2C1=O	.	-31	0	-7	-1.5	-0.1	.	.
N#CC1=C2CCCCC2(O)NC1=O (centres undefined)	.	-9	6	-13	1.2	0.1	.	-14
CC(C)C#Cc1ccc2c(c1)O[C@@H](CN(C)C(=O)C1CCCCC1)[C@@H](C)CN([C@H](C)CO)S2(=O)=O	.	.	.	-14	0.3	-0.4	-2	.
COc1cccc(C(O)c2nc(-c3cccc(F)c3)cs2)c1 (centres undefined)	.	-31	-1	-29	-2.2	-0.2	6	-2
COc1ccc(S(=O)(=O)NCC2CCCN(Cc3ccccc3C)C2)cc1 (centres undefined)	0	-26	0	8	0.1	0.0	.	.
Cc1cc(C)c(NC(=O)Cn2nnc(C(=O)Nc3ccc(F)cc3F)c2N)c(C)c1	-6	-7	0	1	3.9	0.0	7	-6
COc1ccccc1CNC(=O)C[C@@H]1CC[C@H]2[C@@H](COC[C@H](O)CN2Cc2ccc3c(c2)OCO3)O1	-4	3	2	9	0.1	0.1	-1	4
Cc1ccc(S(=O)(=O)Nc2ccc3c(c2)C(=O)N([C@H](C)CO)C[C@@H](C)[C@@H](CN(C)Cc2ccc(Oc4ccccc4)cc2)O3)cc1	.	.	.	7	3.4	0.3	2	.
CN1C(=O)c2cc(NC(=O)c3cccs3)ccc2OC[C@@H]2O[C@H](CC(=O)NCCN3CCCCC3)CC[C@H]21	.	9	-1	10	2.4	0.1	-5	-5
COC(=O)[C@H](CC(C)C)NC(=O)N1CCN(c2cccc(C(F)(F)F)c2)CC1	-21	7	2	-43	0.2	.	-6	-8
O=C(NC(=S)NN1CCCCC1c1cccnc1)c1ccc(Br)cc1 (centres undefined)	-12	-18	.	.	-3.9	0.1	4	-2
CCOC(=O)C1=CN(CC2CCCCC2)CCC1=O	-4	-10	-3	.	-1.2	0.2	2	-8
CCC(C)(C)C1CCc2[nH]nc(C(=O)NCCCNC(=O)OC(C)(C)C)c2C1 (centres undefined)	-6	-19	0	15	1.3	0.0	0	-1
Cn1ccnc1C(=O)c1cc(SCC(=O)N2CCOCC2)nc2ccccc12	-12	-13	-1	9	-1.8	0.1	.	.
COc1ccccc1CCNC(=O)CCNS(=O)(=O)c1ccc(NC(C)=O)cc1	1	-11	1	8	-0.5	0.1	-4	8
O=C(C[C@@H]1CC[C@@H](NC(=O)CN2CCOCC2)[C@@H](CO)O1)NCc1cccc(F)c1	-1	5	0	5	2.3	-0.2	2	-4
O=C(CCC(=O)Nc1ccc(Cl)cc1Cl)N/N=C/c1ccc([N+](=O)[O-])o1	.	-4	-3	-19	-0.3	0.0	.	.
CCN(CCn1cccn1)C(=O)c1ccc(OC2CCN(C(=O)COC)CC2)cc1	1	-6	-1	6	4.8	0.1	0	-14
COc1cccc(NC(=O)N(C)C[C@@H]2Oc3cc(-c4cccc(C(=O)N(C)C)c4)ccc3S(=O)(=O)N([C@H](C)CO)C[C@@H]2C)c1	27	-5	25	-10	-1.4	-0.2	0	7
COc1ccc(CN(C)C[C@@H]2Oc3ccc(NC(=O)NC4CCCCC4)cc3CC(=O)N([C@H](C)CO)C[C@H]2C)cc1	1	11	-1	-13	0.9	0.1	3	1
O=Cc1c[nH]c2ccc(NC(=O)OCc3ccccc3)cc12	32	-10	-1	-2	0.1	0.0	6	3
CCCNC(=O)c1c(CSc2ccccc2)noc1C(=O)NCc1ccccc1	0	-82	0	-11	-3.6	0.1	3	4
CC1CCN(c2nc3nonc3nc2Nc2ccc(F)cc2)CC1	0	1	3	0	1.8	0.0	-6	-10
CCCN1C(=O)c2cc(C(=O)NCCc3cccc(C)c3)ccc2C1O (centres undefined)	-2	-9	.	4	3.5	0.1	23	-5
Cc1ccc(S(=O)(=O)N(C)C[C@H]2Oc3ccc(NC(=O)CCN4CCOCC4)cc3CC(=O)N([C@H](C)CO)C[C@@H]2C)cc1	4	11	-2	-10	-0.1	-0.7	1	-20
N#CCc1nn(-c2ccc(F)cc2)c(N)c1C#N	6	-11	-1	23	3.2	0.0	4	-3
O=S(=O)(N[C@@H]1CC[C@H](CCn2cc(C3(O)CCCC3)nn2)O[C@H]1CO)c1ccccc1	-15	-10	0	1	-1.9	-0.3	1	3
CCCc1cc(=O)[nH]c(NCCc2ccccc2)n1	-4	-6	1	-5	-2.3	0.0	2	4
Cc1ccc(C(=O)CC2C(=O)N(c3ccccc3)C(=S)N2c2ccccc2)cc1 (centres undefined)	-3	.	.	-22	.	0.0	-1	.
CCOC(=O)C1(CCc2ccccc2)CCN(C(=O)c2ccoc2)CC1	-3	-2	-1	-11	-2.2	0.0	3	1
Cc1ccc(NC(=O)CN2C(=O)NC3(CCCc4ccccc43)C2=O)c([N+](=O)[O-])c1 (centres undefined)	3	-4	0	-12	0.4	0.0	-7	-5
CCc1ccccc1NC(=O)CSc1nnc(-c2cc(C)[nH]n2)n1N	1	-2	-2	-1	-0.5	0.1	3	-15
COc1ccc(C(=O)CCC(=O)N2CCN(c3ccc([N+](=O)[O-])cc3)CC2)cc1	-8	-43	-1	9	-1.6	0.0	1	-8
COc1ccc(F)c(CN2CCC(n3nccc3NC(=O)C3CCOC3)CC2)c1 (centres undefined)	3	5	-2	5	3.4	0.4	5	3
O=C(O)Cc1cc(=O)[nH]n(-c2ccccc2)c1=O	-3	2	-1	.	-1.1	0.0	3	-2

2 compounds from above, limited to GSIS activator:
smiles	GSIS activator
O=S(=O)(N[C@@H]1CC[C@H](CCn2cc(C3(O)CCCC3)nn2)O[C@H]1CO)c1ccccc1	1
CCCc1cc(=O)[nH]c(NCCc2ccccc2)n1	-5

(list continues)
SMILES	ARNT-TACC3 inh	RAD52 anneal inh	ERAP1 inh	GSIS activator	F508del corr	XiGFP reactiv	esBAF inh	RAD54 inh
COc1ccc(-c2ccc(C(=O)NC3CCCCC3)c3occc23)c(C)c1	.	2	-1	3	2.6	0.3	28	-3
COCC(=O)N(C)C[C@H]1Oc2ncc(-c3ccc(C)cc3)cc2C(=O)N([C@@H](C)CO)C[C@H]1C	-6	-6	1	7	-0.8	-0.4	2	-18
C[C@H](NC(=O)N1CCC(Cc2ccccc2)CC1)C(=O)O	-5	-10	1	-8	-2.6	0.0	-3	3
CCCC#Cc1cnc2c(c1)C(=O)N([C@@H](C)CO)C[C@@H](C)[C@@H](CN(C)C(=O)Cc1cccnc1)O2	0	-6	1	2	2.8	-0.7	3	1
O=C1c2ccccc2C(=Cc2cccnc2)c2ccccc21	.	-53	-4	.	-0.9	?	20	11
COc1ccnc(NCc2cccc(C(F)(F)F)c2)c1C#N	0	1	12	2	-0.6	.	1	4
C[C@@H]1CCCCO[C@H](CN(C)Cc2ccc3c(c2)OCO3)[C@@H](C)CN([C@@H](C)CO)C(=O)c2cc(N(C)C)ccc2O1	.	.	.	-8	-2.6	0.0	-10	.
O=C(NNc1nccc(C(F)(F)F)n1)Nc1cccc(Cl)c1	-25	-10	-4	-12	.	.	8	3
Nc1nc2c(C(=O)N3CCOCC3)nnn2c2ccccc12	.	-1	2	8	3.4	0.8	3	.
CNC(=S)N(C)/N=C1/C(=O)N(Cc2c(Cl)cccc2Cl)c2ccccc21	.	-9	1	-5	3.7	0.0	3	-11
Cc1cccc(NC(=S)N(c2ccccc2)C(C)C)c1C	-7	-4	-3	.	.	-0.4	.	.
C/C(=N\Nc1ccccc1)c1c(O)cc(C)oc1=O	1	-11	1	9	0.1	0.1	.	.
CCOc1ncccc1C(=O)Nc1ccc(OC)c(S(=O)(=O)N2CCCCC2)c1	-4	-4	-3	-15	1.7	0.0	2	-4
C[C@@H]1CN([C@H](C)CO)C(=O)c2cc(NC(=O)Cc3ccccc3)ccc2O[C@@H](C)CCCCO[C@@H]1CN(C)Cc1ccncc1	-4	7	0	-11	2.5	0.1	-3	-9
Cc1cccc(CSc2nncc(=O)[nH]2)c1	-2	.	.	2	.	.	-3	-3
C=CCC(C=C)[N+]1(CC(=O)OC)CCCCC1 (centres undefined)	-10	-16	-4	-4	1.9	0.1	.	.
CCOc1ccc(-n2nc3c(=O)n(CCN4CCCCC4)nc(C)c3c2C)cc1	38	-19	-10	-6	-1.8	0.1	.	.
Nc1cc(-c2ccc(Br)cc2)[nH]n1	2	-12	1	6	.	0.6	.	-5
CCC(=O)N1[C@H](CO)[C@@H](c2ccccc2)[C@@H]1CN(C(C)C)S(C)(=O)=O	0	-8	1	10	-0.7	0.5	-2	1
O=C(OCC(=O)N1CCCC1)c1c(Cl)ccc(Cl)c1Cl	.	-14	-5	6	2.4	0.0	0	-12
CCOc1ccc(CCNC(=O)c2ccc(C)c(N3CCCC3=O)c2)cc1OCC	.	-3	-2	14	2.7	0.0	.	.
CCCNC(=O)c1ccc(N(Cc2ccccc2)S(C)(=O)=O)cc1	-5	-2	2	8	-0.2	.	-13	-7
O=C([C@H]1N[C@H]2c3ccc(-c4ccccc4F)c(=O)n3C[C@H]2[C@@H]1CO)N1CCCCC1	-9	-18	-2	13	-0.8	0.5	-2	-5
Cc1c(Cl)cccc1NC(=S)N1CCC(C(N)=O)(N2CCCCC2)CC1	-3	0	9	-7	.	0.2	0	.
C=CCNC(=O)CSc1n[nH]c(-c2cc(Cl)ccc2OC)n1	2	-9	8	5	0.1	0.8	-2	-2
CC1(C(=O)Nc2ccc(F)c(Cl)c2)Cc2c(-c3cccc(C(F)(F)F)c3)ccnc2O1 (centres undefined)	.	0	-2	.	-1.4	-0.1	-1	4
CC(=O)N1CCCCN2[C@H](C1)[C@H](c1ccc(-c3cccc(C)c3)cc1)[C@@H]2CO	-5	-12	-1	-1	0.6	0.0	.	4
O=C(C[C@H]1C[C@H]2c3cc(NC(=O)C4CCOCC4)ccc3O[C@H]2[C@H](CO)O1)NCC1CC1	-7	-1	1	-7	3.7	-0.1	0	6
O=C(CN1C(=O)CC(c2ccco2)Sc2ccccc21)NCc1ccc2c(c1)OCO2 (centres undefined)	-1	-11	2	-8	-1.4	.	.	.
Cc1cc(O)cc2c1C(=O)/C(=C/c1ccco1)O2	5	-177	0	-7	2.6	0.0	.	.
CN(C)C(=O)c1ccc(-c2ccc([C@H]3[C@H]4CN(C(=O)C5CCCC5)CCCCN4[C@H]3CO)cc2)cc1	2	-10	2	.	-5.0	.	.	-6
CCN(CC)C(=O)c1cccc(NC(=O)C2CCN(C(=O)c3cccs3)CC2)c1	6	4	3	-8	3.6	0.2	0	-1
CCOC(=O)c1sc(N=NC2=C(O)CC(C)(C)CC2=O)c(C(=O)OCC)c1C	12	-85	2	.	0.4	0.2	6	-15
CCCNC(=O)N(C)C[C@H]1Oc2ncc(Br)cc2C(=O)N([C@H](C)CO)C[C@H]1C	-3	-1&3	0&1	.	1.8&-2.3	-0.1	-5&0	-1&-1
CCOc1ccc(CCNC(=O)COC(=O)c2cccnc2Cl)cc1OCC	-1	0	0	42	2.3	0.5	-5	-7

Bioassay records deposited in PubChem by Broad Institute.
